# Screening data (PubChem BioAssay)
# Glyco luc inh – increase of ERlucT glycosylation luciferase signal, primary screen, N-linked glycosylation inhibitor project, D54 ERlucT cells, luminescence, set 2. D54 ERlucT glycosylation luciferase reporter, 24 h; percent of 100 nM tunicamycin response. reporter increase, % at 12.5 µM. 360,000 compounds, 0.23% hits;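 active = mean luciferase reporter signal, scaled so untreated is 0 and the glycosylation-blocking control 100, at or above a set limit in every replicate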;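 also: luciferase carries N-glycosylation sites so blocking glycosylation raises the light; 0% = median of neutral control wells and 100% = median of 100 nM tunicamycin wells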
# ABHD5-PLIN5 inh – ABHD5-PLIN5 interaction inhibitors, primary screen, cell lysate, split luciferase complementation, luminescence. Perilipin-5 (Homo sapiens) + 1-acylglycerol-3-phosphate O-acyltransferase ABHD5 (Homo …. inhibition, % at 4 µM. 360,000 compounds, 0.78% hits. Split G. princeps luciferase complementation, 4 h;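 active = inhibition above the mean inhibition across every tested compound plus 3 SD, cut at about 22% in these data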;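 also: 0% = DMSO only wells and the 100% control is not disclosed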
# Exocytosis inh – LAMP-1 surface exposure blockers, TALL-104 cells – cell-based, flow cytometry, MLPCN library, primary screen. 360,000 compounds, 0.66% hits. AID 651702, 2012. TALL-104 LAMP-1 surface exposure; cells stimulated with thapsigargin and PMA. inhibition, % at 10 µM;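 active = inhibition above about 55%, limit read from the data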
# MC4R antag cAMP – MC4R antagonists of cAMP signaling, primary screen, cell-based, TR-FRET, antagonist arm of biased-ligand search. Melanocortin receptor 4 (Homo sapiens), P32245. MC4R-expressing cells, MTII-stimulated cAMP, LANCE TR-FRET. inhibition, % at 6.5 µM. 360,000 compounds, 0.48% hits;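 active = inhibition above its plate's cutoff, the mean of tested wells on that plate plus 3 SD, cut at about 29% in these data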;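 also: 0% = Melanotan II alone and 100% = Melanotan II plus saturating MCL0020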
# Target sequence (P32245 whole entry, looked up): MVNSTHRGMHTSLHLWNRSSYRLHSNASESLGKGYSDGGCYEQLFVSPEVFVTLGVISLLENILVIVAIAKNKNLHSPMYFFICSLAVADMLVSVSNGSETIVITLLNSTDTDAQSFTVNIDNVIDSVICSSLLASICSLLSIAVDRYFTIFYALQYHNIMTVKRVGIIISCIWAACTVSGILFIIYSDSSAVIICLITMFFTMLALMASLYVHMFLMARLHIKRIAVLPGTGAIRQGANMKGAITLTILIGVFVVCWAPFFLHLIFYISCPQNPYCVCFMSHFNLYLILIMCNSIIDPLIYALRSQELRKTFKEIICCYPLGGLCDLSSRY
#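 Assay system: U2OS cells stably expressing human melanocortin 4 receptor (MC4R) / Dosing: 6.5 µM / Timing: compound 30 min, challenge 1 h, detection 1 h / Measured by: Eu-cAMP/anti-cAMP TR-FRET, emission 671 nm / Replicates: singlicate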
# aDG glyco up – activators of alpha-DG glycosylation, primary screen, uHTS, Pro5-aDG cells, AlphaScreen; alpha-DG glycosylation AlphaScreen (IIH6); 0% Pro5, 100% B10-LARGE cell signal; activation, % at 10 µM; 360,000 compounds, 0.22% hits; AID 624168, 2012;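 active = activation of at least 8% versus controls, or a plate z-score of at least 8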;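 also: Pro5 are CHO cells carrying HIG-tagged alpha-DG that lacks glycosylation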
# HTR2A ag – mouse Htr2a agonists via beta-arrestin recruitment, primary screen, cell-based, luminescence; 5-hydroxytryptamine receptor 2A (Mus musculus), P35363; CHO-K1 mHTR2A beta-arrestin complementation; percent of 30 µM serotonin response; activation, % at 7.6 µM; 360,000 compounds, 0.66% hits;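 active = activation above a run cutoff, the mean activation of all tested compounds plus 3 SD, cut at about 14% in these data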;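 also: 0% = plate median of compound wells and 100% = 30 µM serotonin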
# Target sequence (P35363 whole entry, looked up): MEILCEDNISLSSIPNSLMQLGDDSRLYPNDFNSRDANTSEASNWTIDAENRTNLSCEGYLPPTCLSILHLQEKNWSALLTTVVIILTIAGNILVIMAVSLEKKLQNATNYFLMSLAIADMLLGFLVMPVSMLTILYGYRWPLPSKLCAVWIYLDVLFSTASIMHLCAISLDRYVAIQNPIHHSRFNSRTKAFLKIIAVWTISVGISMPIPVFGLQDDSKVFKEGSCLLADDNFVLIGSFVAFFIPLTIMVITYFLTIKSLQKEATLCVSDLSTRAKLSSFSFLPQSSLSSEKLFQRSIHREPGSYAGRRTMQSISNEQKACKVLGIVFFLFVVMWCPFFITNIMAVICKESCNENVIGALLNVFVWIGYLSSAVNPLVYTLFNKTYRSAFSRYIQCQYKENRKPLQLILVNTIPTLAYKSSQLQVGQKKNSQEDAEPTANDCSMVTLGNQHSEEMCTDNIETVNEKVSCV
# MC4R ag barr – MC4R agonists recruiting beta-arrestin, primary screen, cell-based, luminescence, agonist arm of biased-ligand search. U2OS MC4R beta-arrestin complementation; percent of melanotan II response, DMSO zero. activation, % at 8.9 µM. Melanocortin receptor 4 (Homo sapiens), P32245. 360,000 compounds, 0.98% hits;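 active = activation above a per-plate cutoff, the mean activation of sample wells on that plate plus 3 SD, cut at about 8% in these data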
# iPSC survival up – enhancers of single-cell hiPSC survival, primary screen, ATPlite luminescence | 100% = ROCK inhibitor wells, 0% = DMSO | AID 602274, 2012 | 360,000 compounds, 0.044% hits | survival enhancement, % at 20 µM; in the data active = survival enhancement above about 18%;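 also: cells exposed to compounds for 16 hours before the ATP read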
# ABCB6 inh 2 – ABCB6 transporter inhibitors, primary screen, K562-ABCB6 cells, flow cytometry, MLPCN library; K562-ABCB6 porphyrin accumulation, 1 h; active compounds read low; AID 602162, 2011; ATP-binding cassette sub-family B member 6 (Homo sapiens), Q9NP58; 360,000 compounds, 0.19% hits; fluorescence ratio to DMSO, % at 10 µM;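 active = fluorescence ratio to DMSO below 75%, the collection mean minus 3 SD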;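 also: signal is porphyrin accumulated inside mitochondria; 100% equals median channel fluorescence of DMSO control wells; lower ratio means ABCB6 inhibition with less porphyrin fluorescence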
# Cardio protect – cardioprotection against H2O2-induced cell death, primary screen, uHTS, H9c2 cells, ATPLite luminescence; H9c2 cardiomyocytes, H2O2 injury protection, 2 h; 360,000 compounds, 0.63% hits; protection from H2O2 cell death, % at 20 µM; AID 588492, 2011;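 active = compounds giving at least 50% protection of heart cells from peroxide-induced death in the single-dose screen, raw or plate-pattern-corrected value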;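 also: 0% = DMSO wells with peroxide and 100% = DMSO wells without peroxide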
# Active calls of the source: *; · = no result given.
SMILES,Glyco luc inh,ABHD5-PLIN5 inh,Exocytosis inh,MC4R antag cAMP,aDG glyco up,HTR2A ag,MC4R ag barr,iPSC survival up,ABCB6 inh 2,Cardio protect
O=S(=O)(Nc1ccccc1O)c1ccc(-c2ccccc2)cc1,2.7,1.3,-0.3,1.7,0.2,1.8,-2.1,-0.3,98.0,-24.6
O=C(NC1CCCN(CCc2ccccc2)C1)C1CCCC1 (stereo not drawn),-1.0,-1.0,5.4,4.0,0.0,3.8,0.6,0.0,97.0,3.4
COc1ccc(CCc2ccnc3ccccc23)cc1,-5.0,4.6,-6.0,-0.5,0.6,6.9,-1.0,2.3,90.0,-12.5
COc1nc2c(C)cccc2cc1-c1noc(-c2ccco2)n1,1.5,0.7,-2.1,3.1,0.0,0.1,14.4*,-1.8,94.0,-1.7
O=C(Nc1ccc(N2CCCC2)cc1)c1ccc2ccccc2c1,-0.6,-0.9,1.5,-4.3,0.1,1.5,-1.2,0.4,99.0,1.3
O=C1C(=O)N(Cc2ccncc2)C(c2cccc(O)c2)/C1=C(\O)c1ccc2c(c1)OCCO2 (stereo not drawn),0.8,9.0,4.2,8.6,-0.3,0.3,0.7,0.4,97.0,-7.9
NS(=O)(=O)c1ccc(F)c(C(=O)O)c1,-0.1,-0.2,2.3,1.3,0.1,2.7,-4.2,-0.6,94.0,0.7
C=CCn1c(=O)c2ccccc2n2c(SCC(=O)NCC)nnc12,1.2,2.2,21.2,2.9,0.0,-0.5,-1.9,-0.4,99.0,4.2
N=c1sccn1CC(=O)Nc1cc(S(=O)(=O)N2CCCC2)ccc1Cl,6.4,4.1,0.2,11.6,0.2,0.9,-1.2,-0.8,97.0,0.4
Cc1nc(CCNC(=O)c2cc(COc3ccc(F)cc3Cl)on2)sc1C,-2.9,-4.8,-1.6,2.1,0.1,-7.4,-0.2,0.1,96.0,0.8
O=C(CN1CCOCC1)N1CCN(S(=O)(=O)c2ccccc2)C1c1ccccc1 (stereo not drawn),3.2,-2.7,-3.4,5.2,0.0,10.3,-1.3,2.5,89.0,-1.9
COc1ccc(-c2cc(C)no2)cc1S(=O)(=O)NCCCN1CCN(c2ccccc2)CC1,-0.7,1.7,-2.6,-4.9,0.6,17.2*,-1.3,-0.3,96.0,-7.8
Cc1onc(-c2ccccc2)c1C(=O)N(Cc1ccccc1)C(C)C,0.4,-7.6,3.9,23.1,0.0,1.4,0.4,-0.5,95.0,-4.3
CC(C)COc1ccc(C(=O)N(CC(=O)Nc2ccccc2C(F)(F)F)Cc2ccco2)cc1,-0.1,16.0,4.5,8.8,0.2,-5.4,-1.0,0.0,97.0,-4.1
CCN1CCN(c2sc(S(C)(=O)=O)nc2S(=O)(=O)c2ccc(C)cc2)CC1,-13.2,-0.5,5.1,7.2,0.4,-2.7,-1.4,1.1,93.0,2.2
Cc1ccc(NC(=O)CSc2ncnc3ccccc23)cc1S(=O)(=O)N1CCOCC1,-2.8,-4.5,24.7,28.2,0.4,-2.1,-1.5,0.0,92.0,-7.0
CCOC(=O)c1c(C)[nH]c(C)c1S(=O)(=O)NCc1cc(C)ccc1C,-1.0,-10.2,-0.8,0.9,-0.1,-2.7,-0.1,-0.6,97.0,-5.8
COc1ccc(N2C(=O)C3C(C2=O)C(C(=O)c2ccc(Cl)cc2)N2CCCC32)cc1 (stereo not drawn),16.0,11.8,6.3,16.8,0.1,0.9,-0.6,0.1,97.0,11.3
COCCN(C(=O)COC(=O)CSc1ccc(Cl)cc1)c1c(N)n(CC(C)C)c(=O)[nH]c1=O,2.1,1.2,-4.7,0.2,-0.2,6.7,-4.0,-0.2,92.0,-2.7
CNC(=O)c1cc(C(=O)c2c(Cl)cccc2Cl)c[nH]1,3.6,2.3,-3.0,7.4,-0.2,2.7,-1.7,-1.9,97.0,-4.7
O=C(Cn1cnc([N+](=O)[O-])c1)Nc1ccc(F)c(Cl)c1,1.2,2.0,-5.0,-3.2,0.0,9.7,-0.7,-0.4,96.0,-3.5
COc1cc(OC)cc(C(=O)Nc2nnc(Cc3ccc(OC)c(OC)c3)s2)c1,1.2,-2.8,-1.3,4.7,-0.1,4.0,-0.3,-0.1,98.0,0.2
Cc1[nH]c(=O)[nH]c(=O)c1S(=O)(=O)N1CCN(c2ccccc2F)CC1,5.2,0.2,2.4,6.1,-0.1,3.5,2.0,0.7,96.0,-0.5
O=C(Nc1ccccc1)N1CCn2c(nc3ccccc32)C1,0.1,7.2,0.5,-4.2,-0.1,3.8,1.2,-2.0,107.0,7.4
CC(=O)Nc1nc(-c2cc([N+](=O)[O-])cs2)cs1,-0.4,7.2,-2.8,7.3,-0.2,8.7,6.8,-1.7,98.0,-9.1

# Only HTR2A ag and aDG glyco up, for 2 of the compounds above:
Structure	HTR2A ag	aDG glyco up
O=C(Nc1ccc(N2CCCC2)cc1)c1ccc2ccccc2c1	1.5	0.1
O=C1C(=O)N(Cc2ccncc2)C(c2cccc(O)c2)/C1=C(\O)c1ccc2c(c1)OCCO2 (stereo not drawn)	0.3	-0.3

# Later entries:
SMILES,Glyco luc inh,ABHD5-PLIN5 inh,Exocytosis inh,MC4R antag cAMP,aDG glyco up,HTR2A ag,MC4R ag barr,iPSC survival up,ABCB6 inh 2,Cardio protect
O=C(C1CC(=O)N(c2ccc(Cl)cc2)C1)N1CCC(c2nc3ccccc3[nH]2)CC1 (stereo not drawn),0.6,-5.1,-3.9,7.9,0.1,-8.6,-0.4,0.7,97.0,-0.3
COc1ccc(CC(=O)Nc2ccc(N(C)C)c3ccccc23)cc1,4.8,-0.8,-12.1,12.1,0.0,-5.2,-1.0,0.6,102.0,9.4
CCC(C)NC(=O)Nc1ccc(C)cc1C (stereo not drawn),2.3,-4.0,6.5,13.0,0.0,-1.2,-1.6,-1.8,97.0,-1.0
COc1ccc(C(=O)Nc2sc3c(c2C(=O)NCc2ccco2)CCCC3)cc1OC,-3.8,2.8,55.8*,9.5,-0.5,0.3,-1.5,-1.0,89.0,40.6
CCC(CC)COC(=O)C(C#N)c1nc2ccccc2nc1N1CCN(CC)CC1 (stereo not drawn),2.9,7.7,-0.7,8.2,-0.2,-3.4,3.7,-0.3,110.0,23.5
CC(=O)Nc1ccc(S(=O)(=O)C(C#N)c2nc3ccccc3nc2NCCO)cc1 (stereo not drawn),1.9,-8.2,-0.1,1.1,-0.1,-3.0,-2.4,0.6,105.0,8.6
COc1ccc(Cn2c(-c3ccc(OC)c(O)c3)nc3ccccc32)cc1O,1.2,1.8,-1.8,-6.3,-0.2,-2.7,1.4,-0.9,94.0,1.9
CCn1c(SCc2ccc([N+](=O)[O-])cc2)nnc1C(C)NC(=O)c1ccc(C)cc1 (stereo not drawn),2.5,-3.5,1.2,15.7,0.1,3.3,-0.4,-1.6,101.0,-1.2
Cc1ccc(S(=O)(=O)Oc2ccc(/C=C(/NC(=O)c3ccccc3)C(=O)NCC(=O)O)cc2)cc1,3.2,-3.9,-0.7,-2.3,-0.2,2.4,-0.6,-0.8,107.0,2.4
O=C(CCC(=O)N1CCN(S(=O)(=O)c2ccc(Cl)cc2)CC1)Nc1ccc2ccccc2c1,-3.7,1.1,-1.8,14.8,0.2,4.4,2.5,0.6,97.0,-1.9
CCN1C(=O)[C@@H]2[C@@H](c3ccc(-c4ccc(OC)cc4)cc3)N3CCCC[C@@]3(C(=O)OC)[C@@H]2C1=O,-0.9,9.4,35.0,1.1,-0.1,-1.0,1.1,-1.7,98.0,7.7
O=[N+]([O-])c1cccc2nc3ccccc3c(NCCCn3ccnc3[N+](=O)[O-])c12,-11.3,-10.8,1.6,-5.9,-0.3,-2.3,-1.8,-3.4,112.0,0.3
CCc1nnc(NC(=O)CN2CCN(CC)CC2)s1,2.6,-8.2,3.0,9.0,-0.1,2.4,-0.1,0.1,100.0,-3.7
O=[N+]([O-])c1nccn1CC(O)CO (stereo not drawn),·,7.3,0.3,·,-0.2,-1.4,·,1.7,97.0,·
Cc1cccc(OCC(=O)Nc2ccccc2C(F)(F)F)c1,1.1,-0.2,0.5,10.2,-0.2,-0.4,3.2,1.1,103.0,-3.8
CCOC(=O)c1c(-c2ccccc2)csc1NC(=O)c1cc(-c2ccccc2OC)on1,-1.4,-3.5,-2.4,12.0,0.4,2.7,0.0,1.4,95.0,16.7
CC(C)(C)C1CCN2CCCC(c3ccccc3)(C1)C2=O (stereo not drawn),·,-1.5,-2.7,·,0.0,-2.3,·,0.5,97.0,·
CCC(NC(=O)C1CCCC1)c1ccc(C)cc1 (stereo not drawn),-0.1,-3.0,6.4,12.4,0.2,2.1,-1.5,3.1,105.0,4.7
COc1cccc(CC(=O)Nn2c(C)nc3ccccc3c2=O)c1,0.3,6.2,0.8,-4.1,-0.1,3.3,-0.3,1.5,91.0,-0.5
COc1cc(/C=C2\SC(=Nc3cccnc3)NC2=O)cc(OC)c1OC,0.5,-4.9,-5.2,13.3,-0.1,10.1,2.2,-0.5,105.0,5.3
COc1cc(/C=N/NC(=O)c2cc(C3CC3)[nH]n2)cc(OC)c1OC,5.3,-7.1,-0.1,-11.2,-0.2,-5.2,-1.2,0.4,93.0,6.0
COc1ccc(OC)c(NC(=O)C(CC(=O)O)NCc2ccco2)c1 (stereo not drawn),0.1,-3.8,-3.1,5.0,-0.1,-2.6,-0.3,3.2,109.0,5.1
Cc1cc(C)n(CC(O)COc2ccccc2)n1 (stereo not drawn),1.5,-3.8,-1.6,19.0,-0.2,0.4,1.2,-0.5,96.0,0.4
COC(=O)c1ccc(Sc2ccccc2NS(=O)(=O)c2ccc(C)cc2)nc1,-3.8,-7.3,-0.3,6.9,0.3,-1.9,0.2,-3.5,106.0,1.1
Cc1ccc(COc2ccccc2-c2cc(C(=O)N/N=C/c3cccnc3)[nH]n2)cc1,21.7,0.3,27.2,-12.4,0.0,-6.1,3.3,-0.7,92.0,50.2*
CS(=O)(=O)n1nc(OC(=O)c2cccs2)cc1N,-0.8,3.9,-1.8,-1.8,-0.1,-2.0,-0.1,2.7,95.0,11.4
Cc1ccc(N2CC(C(=O)NCCN3CCOCC3)CC2=O)cc1C (stereo not drawn),0.5,-2.3,-10.3,11.8,-0.1,-2.1,-0.5,0.1,98.0,-6.8
